High-throughput results: PubChem BioAssay, The Scripps Research Institute Molecular Screening Center
ADAM10 inh – inhibits human ADAM10 | O14672 | AID 720582 | recombinant ADAM10, EDANS/DABCYL FRET peptide cleavage, 3 h | inhibition, % at 7 µM | 370,000 compounds, 0.62% hits;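 active = inhibition above a per-campaign cutoff equal to the mean of compounds falling between control-based bounds plus 3 SD, cut at about 20% in these data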;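 also: 0% = DMSO wells while the 100% control is not disclosed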
proKLK7 act – activates the human kallikrein-7 zymogen | purified proKLK7, EDANS-DABCYL substrate fluorescence; 100% is mature enzyme control, 0% vehicle | activation, % at 7 µM | 370,000 compounds, 0.9% hits;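 active = activation above the mean of all tested compounds plus 3 SD, computed per campaign excluding outliers beyond control limits, cut at about 13% in these data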
Tn6 DDE FP – inhibitors of Tn6 peptide binding to human fibrin DD(E). 370,000 compounds, 0.21% hits. P02675. inhibition, % at 8.3 µM. Fibrin DD(E) TRITC-Tn6 fluorescence polarization displacement. AID 720509;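 active = inhibition above a per-campaign cutoff: mean of compounds within control limits plus 3 SD, cut at about 15% in these data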;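 also: 0% = median of all compound wells on the plate and 100% = blocking peptide control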
LEDGF integ inh – blocks HIV-1 LEDGF/p75-dependent DNA integration | TR-FRET IN-LEDGF/p75 DNA integration, Eu/Cy5 | 370,000 compounds, 0.64% hits | inhibition, % at 3.7 µM;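 active = inhibition above the screen-wide mean plus 3 SD, cut at about 13% in these data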;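 also: signal is the Cy5 over europium emission ratio at 671 and 618 nm; 0% = plate median of compound wells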
TDP2 inh – blocks human TDP2 phosphodiesterase activity | 370,000 compounds, 0.34% hits | recombinant TDP2, T5PNP hydrolysis, p-nitrophenol absorbance 415 nm | O95551 | AID 720702 | inhibition, % at 12.8 µM;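 active = inhibition above the mean of all tested compounds plus 3 SD, set per campaign, cut at about 25% in these data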;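 also: 0% = DMSO with enzyme and 100% = buffer with substrate but no TDP2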
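test system = human TDP2 enzyme | input = TDP2 enzyme at 120 nM final | medium = 50 mM Tris-HCl pH 7.5 with Mg2+, KCl, DTT, BSA | also added = T5PNP substrate, 5 mM | times = 2 h at 37 °C | technique = epi absorbance | benchmarks = high control without enzyme, low control DMSO plus TDP2 | replication = each compound tested once, singlicate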
ASAP1 GAP inh – inhibitors of human ASAP1 ArfGAP activity | ASAP1-stimulated ARF1 GTP hydrolysis, GDP FP detection | 360,000 compounds, 0.19% hits | AID 624377 | Q9ULH1 | inhibition, % at 16.5 µM; in the data active = inhibition above about 25%;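 also: 0% = vehicle with enzyme and substrate and 100% = no enzyme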
Tn7 DDE FP – inhibitors of Tn7 peptide binding to human fibrin DD(E); P02675; FP displacement of FITC-Tn7 peptide from fibrin DD(E); 0% = median of compound wells per plate; inhibition, % at 8.3 µM; 370,000 compounds, 0.13% hits;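 active = inhibition above the mean of compounds falling within the control limits plus 3 SD of them, cut at about 14% in these data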;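 also: 0% = plate median of compound wells and 100% = 10 µM Aha-Tn7 peptide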
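assay system = human clot-derived fibrin DD(E) complex | quantity = Fibrin-DD(E) at 2 µM final | timing = 10 min preincubation, 3 h with tracer, room temperature | signal = fluorescence polarization | measure = percent inhibition | benchmarks = high control wells with 10 µM unlabelled Aha-Tn7 peptide (full inhibition) | replicates = singlicate testing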
ADAM17 inh – ADAM17 inhibition, QFRET primary screen; P78536; recombinant ADAM17, EDANS/DABCYL FRET peptide cleavage; inhibition, % at 6.95 µM; 370,000 compounds, 0.83% hits; AID 720648;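 active = inhibition above the mean of compounds lying between control limits plus 3 SD, set per campaign, cut at about 8.5% in these data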;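 also: 0% = DMSO-only wells as the low control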
PLCg1 inh – PLC-gamma1 (human) inhibition, primary screen. purified PLC-gamma1, fluorogenic substrate, fluorescence. inhibition, % at 12.2 µM. 370,000 compounds, 0.84% hits; in the data active = inhibition above about 9.5%
ARFGAP1 inhibitor – inhibitors of rat ARFGAP1. inhibition, % at 16.5 µM. 360,000 compounds, 0.26% hits. AID 651572. Q62848. Arfgap1-stimulated ARF1 GTP hydrolysis, GDP FP detection;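 active = inhibition above a per-plate limit, mean inhibition of low control wells plus 3 SD, cut at about 25% in these data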;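 also: 0% = DMSO wells with enzyme and 100% = wells lacking Arfgap1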
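Material: rat Arfgap1 GAP domain (His6, aa 1-136), purified enzyme. Also added: human ARF1(Δ1-17)-GTP substrate. Compound dosing: 16.5 µM single point, 1.26% DMSO. Timing: enzyme reaction 120 min at 25 °C after 20 min preincubation. Signal: GDP detection by fluorescence polarization. Read-out basis: percent inhibition of GAP-stimulated GDP formation, scaled between DMSO and no-Arfgap1 medians.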
* hit, by the source's call. Hits appear at their usual frequency. Share with any hit: about 4.2%.

What do the screens show for `CCN1CCN(C(=O)NC(c2ccc(C)c(F)c2)C(Cl)Cl)CC1` (centres undefined)?
ADAM10 inh: 0; proKLK7 act: -0.2; Tn6 DDE FP: -3; LEDGF integ inh: -3; TDP2 inh: 9; ASAP1 GAP inh: -1; Tn7 DDE FP: -4; ADAM17 inh: -1; PLCg1 inh: -1; ARFGAP1 inhibitor: 1

Results for Cc1ccc(C)c(COC(=O)CCN=C2NS(=O)(=O)c3ccccc32)c1 ?
ADAM10 inh: -3; proKLK7 act: 0.1; Tn6 DDE FP: 13; LEDGF integ inh: -3; TDP2 inh: 0; ASAP1 GAP inh: -7; Tn7 DDE FP: 3; ADAM17 inh: -2; PLCg1 inh: 6; ARFGAP1 inhibitor: 1

What do the screens show for `O=C(Nc1ccccc1F)NC1CCCCCCC1`?
ADAM10 inh: -1; proKLK7 act: 0.5; Tn6 DDE FP: 6; LEDGF integ inh: -5; TDP2 inh: 5; ASAP1 GAP inh: -8; Tn7 DDE FP: 11; ADAM17 inh: -5; PLCg1 inh: 2; ARFGAP1 inhibitor: -2

Results for CCc1ccc(/C=C(\C)C(=O)c2c(C)cc(C)[nH]c2=O)cc1 ?
ADAM10 inh: 5; proKLK7 act: 0.8; Tn6 DDE FP: 4; LEDGF integ inh: 0; TDP2 inh: -8; ASAP1 GAP inh: -7; Tn7 DDE FP: -4; ADAM17 inh: 3; PLCg1 inh: 9; ARFGAP1 inhibitor: -6

How did NS(=O)(=O)c1cccc(NC(=O)c2cccc(-c3ccc(O)cc3)c2)c1 do in these assays?
ADAM10 inh: 4; proKLK7 act: -0.1; Tn6 DDE FP: -13; LEDGF integ inh: 18*; TDP2 inh: 2; ASAP1 GAP inh: 17; Tn7 DDE FP: 2; ADAM17 inh: 2; PLCg1 inh: -1; ARFGAP1 inhibitor: 6

How did CC(=O)Nc1ccccc1P(=O)(c1ccccc1)c1ccccc1OC(C)=O (centres undefined) do in these assays?
ADAM10 inh: -8; proKLK7 act: -0.2; Tn6 DDE FP: -11; LEDGF integ inh: -5; TDP2 inh: -14; ASAP1 GAP inh: -1; Tn7 DDE FP: 2; ADAM17 inh: -4; PLCg1 inh: 2; ARFGAP1 inhibitor: 1

Results for Cc1ccn(-c2cccc(-n3ccc(C)n3)n2)n1 ?
ADAM10 inh: 1; proKLK7 act: -1.0; Tn6 DDE FP: 1; LEDGF integ inh: 1; TDP2 inh: -3; ASAP1 GAP inh: -6; Tn7 DDE FP: -4; ADAM17 inh: 4; PLCg1 inh: 9; ARFGAP1 inhibitor: 10

What do the screens show for `COc1ccccc1-n1c(SCC(=O)O)nc2c(sc(=S)n2-c2ccccc2C)c1=O`?
ADAM10 inh: 5; proKLK7 act: 0.2; Tn6 DDE FP: 1; LEDGF integ inh: -3; TDP2 inh: -3; ASAP1 GAP inh: 7; Tn7 DDE FP: 2; ADAM17 inh: 2; PLCg1 inh: 2; ARFGAP1 inhibitor: 8

Results for CCOc1ccc2nc(S(N)(=O)=O)sc2c1 ?
ADAM10 inh: -3; proKLK7 act: 0.0; Tn6 DDE FP: -4; LEDGF integ inh: 1; TDP2 inh: -9; ASAP1 GAP inh: -7; Tn7 DDE FP: 1; ADAM17 inh: -5; PLCg1 inh: 3; ARFGAP1 inhibitor: 2

Results for COc1ccc(CNC(=O)CN(c2cc(C)cc(C)c2)S(=O)(=O)c2c(C)[nH]c(=O)[nH]c2=O)cc1 ?
ADAM10 inh: -3; proKLK7 act: 0.4; Tn6 DDE FP: -1; LEDGF integ inh: 0; TDP2 inh: 5; ASAP1 GAP inh: -3; Tn7 DDE FP: -3; ADAM17 inh: -3; PLCg1 inh: -1; ARFGAP1 inhibitor: 5

What do the screens show for `O=C(CN(c1ccccn1)S(=O)(=O)c1ccc(F)cc1)Nc1ccccc1`?
ADAM10 inh: -46; proKLK7 act: 0.3; Tn6 DDE FP: 13; LEDGF integ inh: 1; TDP2 inh: 4; ASAP1 GAP inh: 7; Tn7 DDE FP: 0; ADAM17 inh: -10; PLCg1 inh: -7; ARFGAP1 inhibitor: -6

How did CCCNC(=O)C1(C)CCCN(Cc2cccc(C(F)(F)F)c2)C1 (centres undefined) do in these assays?
ADAM10 inh: -3; proKLK7 act: -0.9; Tn6 DDE FP: -1; LEDGF integ inh: 2; TDP2 inh: 8; ASAP1 GAP inh: 1; Tn7 DDE FP: 4; ADAM17 inh: -1; PLCg1 inh: -2; ARFGAP1 inhibitor: 3

The list goes on, starting with the last two of the part before.
What do the screens show for `O=C(CN(c1ccccn1)S(=O)(=O)c1ccc(F)cc1)Nc1ccccc1`?
ADAM10 inh: -46; proKLK7 act: 0.3; Tn6 DDE FP: 13; LEDGF integ inh: 1; TDP2 inh: 4; ASAP1 GAP inh: 7; Tn7 DDE FP: 0; ADAM17 inh: -10; PLCg1 inh: -7; ARFGAP1 inhibitor: -6

How did CCCNC(=O)C1(C)CCCN(Cc2cccc(C(F)(F)F)c2)C1 (centres undefined) do in these assays?
ADAM10 inh: -3; proKLK7 act: -0.9; Tn6 DDE FP: -1; LEDGF integ inh: 2; TDP2 inh: 8; ASAP1 GAP inh: 1; Tn7 DDE FP: 4; ADAM17 inh: -1; PLCg1 inh: -2; ARFGAP1 inhibitor: 3

What do the screens show for `Cc1cccc(/N=C/c2c(O)n(Cc3ccc4c(c3)OCO4)c(=O)c3ccccc23)n1`?
ADAM10 inh: -4; proKLK7 act: 0.3; Tn6 DDE FP: 0; LEDGF integ inh: -3; TDP2 inh: -5; ASAP1 GAP inh: -3; Tn7 DDE FP: -1; ADAM17 inh: -5; PLCg1 inh: 6; ARFGAP1 inhibitor: 1

Results for CCc1c(C)nc2ncnn2c1Nc1ccc(C#N)c(Cl)c1 ?
ADAM10 inh: 4; proKLK7 act: -0.3; Tn6 DDE FP: 1; LEDGF integ inh: 7; TDP2 inh: -11; ASAP1 GAP inh: -3; Tn7 DDE FP: 3; ADAM17 inh: -2; PLCg1 inh: -9; ARFGAP1 inhibitor: -5

How did CC(Nc1nc(-c2ccncc2)nc2ccccc12)c1ccccc1 (centres undefined) do in these assays?
ADAM10 inh: 2; proKLK7 act: 0.7; Tn6 DDE FP: 3; LEDGF integ inh: -1; TDP2 inh: -7; ASAP1 GAP inh: 2; Tn7 DDE FP: 3; ADAM17 inh: 0; PLCg1 inh: -46; ARFGAP1 inhibitor: 1

Results for Cn1c(CN2CCN(C(=O)c3ccco3)CC2)nc2cc([N+](=O)[O-])ccc21 ?
ADAM10 inh: 5; proKLK7 act: -0.6; Tn6 DDE FP: 1; LEDGF integ inh: 2; TDP2 inh: 11; ASAP1 GAP inh: 12; Tn7 DDE FP: -2; ADAM17 inh: 1; PLCg1 inh: 7; ARFGAP1 inhibitor: 6

What do the screens show for `Clc1ccc(/C=N/NC2=Nc3cccc4cccc2c34)cc1`?
ADAM10 inh: 1; proKLK7 act: 1.2; Tn6 DDE FP: -5; LEDGF integ inh: 2; TDP2 inh: 7; ASAP1 GAP inh: -1; Tn7 DDE FP: 2; ADAM17 inh: -1; PLCg1 inh: -9; ARFGAP1 inhibitor: 0

Results for O=C(C1CCN(C2CCN(Cc3ccsc3)CC2)CC1)N1CCOCC1 ?
ADAM10 inh: -11; proKLK7 act: -0.1; Tn6 DDE FP: 3; LEDGF integ inh: -3; TDP2 inh: 7; ASAP1 GAP inh: 1; Tn7 DDE FP: 2; ADAM17 inh: -5; PLCg1 inh: 4; ARFGAP1 inhibitor: -2

Results for CC(C)=CC/C=C1\CCC(C(=O)O)C(C(=O)O)C1 (centres undefined) ?
ADAM10 inh: -2; proKLK7 act: -0.1; Tn6 DDE FP: -3; LEDGF integ inh: 4; TDP2 inh: -5; ASAP1 GAP inh: 5; Tn7 DDE FP: -3; ADAM17 inh: -4; PLCg1 inh: 0; ARFGAP1 inhibitor: 4

Results for CCCCNC(=O)c1ccc(CS(=O)(=O)c2ccccc2OC)o1 ?
ADAM10 inh: -32; proKLK7 act: -0.3; Tn6 DDE FP: -3; LEDGF integ inh: 2; TDP2 inh: -7; ASAP1 GAP inh: 10; Tn7 DDE FP: -7; ADAM17 inh: -6; PLCg1 inh: 1; ARFGAP1 inhibitor: -18

What do the screens show for `CCn1nnc(-c2ccccc2NC(=O)c2ccc(-n3cnnn3)cc2)n1`?
ADAM10 inh: -1; proKLK7 act: -0.5; Tn6 DDE FP: 7; LEDGF integ inh: 5; TDP2 inh: -3; ASAP1 GAP inh: 0; Tn7 DDE FP: -2; ADAM17 inh: 2; PLCg1 inh: 3; ARFGAP1 inhibitor: 3

What do the screens show for `O=S(=O)(Nc1cccc(S(=O)(=O)N2CCCC2)c1)c1ccc(Br)cc1`?
ADAM10 inh: -5; proKLK7 act: -0.1; Tn6 DDE FP: 0; LEDGF integ inh: 1; TDP2 inh: -4; ASAP1 GAP inh: -2; Tn7 DDE FP: 6; ADAM17 inh: -2; PLCg1 inh: -2; ARFGAP1 inhibitor: -11

How did Cc1cc(C)nc(SCC(=O)Nc2ncc(C(F)(F)F)cc2Cl)n1 do in these assays?
ADAM10 inh: -11; proKLK7 act: -0.3; Tn6 DDE FP: 3; LEDGF integ inh: -1; TDP2 inh: -5; ASAP1 GAP inh: 12; Tn7 DDE FP: 3; ADAM17 inh: -7; PLCg1 inh: -4; ARFGAP1 inhibitor: -7

What do the screens show for `CC(C)Oc1cccc(C(=O)Nc2nnc([C@H]3C[C@H](O)[C@@H](CO)O3)s2)c1`?
ADAM10 inh: -6; proKLK7 act: 0.2; Tn6 DDE FP: 9; LEDGF integ inh: 2; TDP2 inh: 4; ASAP1 GAP inh: 5; Tn7 DDE FP: 2; ADAM17 inh: -1; PLCg1 inh: -8; ARFGAP1 inhibitor: -7

What do the screens show for `Cc1cc(C)nc(SCc2nnc(SCC(=O)Nc3cc(C(F)(F)F)ccc3Cl)o2)n1`?
ADAM10 inh: 6; proKLK7 act: 0.3; Tn6 DDE FP: -4; LEDGF integ inh: 5; TDP2 inh: -2; ASAP1 GAP inh: -1; Tn7 DDE FP: -3; ADAM17 inh: -2; PLCg1 inh: 2; ARFGAP1 inhibitor: 10
